Screening results (PubChem)
tim23-1 inh – tim23-1 yeast growth inhibition; S. cerevisiae tim23-1 growth, BacTiter-Glo luminescence, 24 h; inhibition, % at 20 µM; 1.3% of 330,000 active; AID 463212;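 active = growth inhibition of the mutant yeast at or above 50%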;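 also: temperature-sensitive mutant grown at 25 °C; plate controls were DMSO-treated mutant yeast for no effect and medium wells lacking yeast for full effect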
Jurkat NFkB inh – lowers PMA/ionomycin-induced NF-kB signal in Jurkat cells | PMA/ionomycin-induced NF-kB luciferase reporter, luminescence | inhibition, % at 4 µM | 0.53% of 330,000 active | AID 435003; in the data active = inhibition above about 50%
XBP1 UPR activ – adaptive UPR (XBP1) activation; CHO-XBP1 luciferase reporter, IRE1-XBP1 UPR activation, luminescence; percent of tunicamycin response, DMSO as zero; activation, % at 20 µM; 0.33% of 330,000 active;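 active = versus positive control, 20 µM dose yields 30% or more activation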;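 also: 100% = tunicamycin at 10 µg/mL and 0% = DMSO only wells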
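Assay system: CHO-XBP1 luciferase reporter cells; Schedule: 6 h treatment, 37 °C; Detection: glow luminescence from Steady-Glo reagent; Benchmarks: high control tunicamycin 10 µg/mL final, low control DMSO vehicle only.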
Mdm2-MdmX inh – human Mdm2/MdmX binding inhibition. 3% of 330,000 active. AID 485346. SaOS-2 split-luciferase Mdm2/MdmX complementation, luminescence. O15151+Q00987. inhibition, % at 8 µM;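 active = inhibition of at least 50% at 8 µM in the primary screen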
CHOP UPR activ – activators of apoptotic arm of unfolded protein response (CHOP). CHO-CHOP luciferase reporter, UPR activation, luminescence; percent of tunicamycin response over DMSO baseline. 0.34% of 330,000 active. activation, % at 10 µM. AID 449763;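 active = at 10 µM dose, activation of 40% or more, normalized to positive control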;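 also: 100% = tunicamycin at 10 µg/mL and 0% = DMSO alone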
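System: CHO CHOP reporter cells. Amount: 500 cells per well. Buffer or medium: F12 medium, 10% FBS. Compound dosing: one dose, 10 µM in 0.5% DMSO. Incubation: 6 h compound exposure at 37 °C after overnight seeding. Technique: Steady-Glo luciferase luminescence. Benchmarks: tunicamycin and DMSO controls.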
APJ agonist – agonists of human APJ apelin receptor | CHO-K1 APJ PathHunter beta-arrestin, luminescence; 0% DMSO wells, 100% apelin | P35414 | 0.11% of 330,000 active | AID 2520 | activation, % at 20 µM;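 active = activation more than six SD over the plate average, tested at 20 µM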;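 also: 0% = DMSO alone and 100% = apelin-13 at 10 nM; some results filed as inactive read as strong as hits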
Target sequence (P35414 whole entry, looked up): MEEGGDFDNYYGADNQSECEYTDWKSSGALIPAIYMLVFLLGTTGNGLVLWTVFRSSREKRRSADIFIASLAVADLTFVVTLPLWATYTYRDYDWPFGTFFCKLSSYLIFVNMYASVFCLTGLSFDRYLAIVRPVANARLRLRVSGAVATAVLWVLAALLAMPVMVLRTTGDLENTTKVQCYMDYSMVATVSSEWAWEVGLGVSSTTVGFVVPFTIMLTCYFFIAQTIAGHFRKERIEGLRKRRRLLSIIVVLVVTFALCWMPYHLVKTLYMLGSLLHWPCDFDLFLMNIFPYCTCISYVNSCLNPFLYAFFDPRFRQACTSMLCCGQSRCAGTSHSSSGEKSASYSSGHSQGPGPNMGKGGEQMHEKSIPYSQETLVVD
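Test system – PathHunter CHO-K1 APJ (AGTRL-1) beta-arrestin reporter cells · Input – 1000 cells/well · Compound – single test compound dose, 20 µM final, 1% DMSO · Times – compound stimulation 90 min at 25 °C, detection 60 min · Technique – beta-gal luminescence · Read-out basis – APJ–arrestin association signal · Control set – negative DMSO alone, positive Apelin-13 at 10 nM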
697 NFkB inh – lowers PMA/ionomycin-induced NF-kB signal in 697 B cells. 697 B-cell NF-kB luciferase reporter, 16 h. AID 435022. inhibition, % at 4 µM. 0.33% of 330,000 active; in the data active = inhibition above about 35%
APJ antagonist – APJ receptor antagonism | P35414 | inhibition, % at 20 µM | 0.32% of 330,000 active | CHO-K1 APJ beta-arrestin complementation, luminescence | AID 2521;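 active = inhibition above about 40% at 20 µM, limit read from the data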;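 also: cells challenged with 10 nM apelin-13 agonist together with compound; plate controls were apelin-13 plus DMSO wells for no effect and DMSO wells lacking apelin-13 for full effect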
An asterisk follows results filed as active; i = inactive. An unsorted share of the library (roughly 5% active in at least one column).

SMILES	tim23-1 inh	Jurkat NFkB inh	XBP1 UPR activ	Mdm2-MdmX inh	CHOP UPR activ	APJ agonist	697 NFkB inh	APJ antagonist
CC1CC2(CCCCC2)N2C(=O)C(=O)c3cccc1c32 (centres undefined)	69*	7	3	17	-0.9	-2	14	28
CCOC(=O)c1ccc(NC(=S)N2CCC(O)CC2)cc1	0	-6	1	-31	2.4	-2	-14	4
CC(=O)Nc1ccc(C23CC4CC(CC(C4)C2)C3)cc1	23	2	4	8	4.2	-2	-19	5
Cn1nc(-c2ccccc2)c(/C=N/O)c1Cl	5	1	1	22	-1.6	-4	12	-10
CCOC(=O)N(NC(=O)C(O)(C(C)C)C(C)C)c1ccccc1	8	-9	-5	12	-2.8	-1	0	0
N#CCCn1c(SCC(=O)NCc2ccco2)nc2ccccc21	11	18	-2	13	-0.7	-2	9	17
O=C(CCc1c[nH]c2ccccc12)N1CCN(S(=O)(=O)c2ccc(F)cc2)CC1	20	2	4	-2	1.9	-2	16	4
CC(C)(C)C(=O)N(Cc1ccccc1)c1ccccn1	7	-10	-4	-14	2.5	1	-9	-1
CSc1ccccc1NC(=O)COC(=O)c1ccc(-n2nc(C)cc2C)cc1	34	5	0	14	-0.2	-5	2	1
O=C(CCc1nc2sc3c(c2c(=O)[nH]1)CCCC3)Nc1cccc(Cl)c1	-15	-3	-2	22	1.1	-3	-1	0
Cc1cc(C)nc(N(C#N)CC(=O)N2CCC(C(N)=O)CC2)n1	3	-10	1	-1	1.0	-3	2	-6
Cc1cc(C)nc(N(C#N)CC(=O)N(c2ccccc2)C(C)C)n1	28	2	2	17	0.9	-3	-13	16
Cc1ccc2oc(C(=O)NCc3ccc(S(N)(=O)=O)cc3)cc(=O)c2c1	-5	-7	-2	3	0.9	0	10	-5
Cc1ccc(N2CCN(S(=O)(=O)c3ccc(F)c(C)c3)CC2)c(C)c1	31	-7	-3	35	1.9	2	-2	11
COc1ccccc1NC(=O)COC(=O)c1cc(C)oc1C	5	-19	3	-6	2.0	0	-16	3
COc1cccc(C(=O)NCc2ccc3c(c2)cc(C)n3C)c1	23	-22	-4	2	-2.4	-1	9	2
Cc1nc(-c2ccccc2)cc(=O)[nH]1	0	5	4	11	-0.2	-5	11	1
O=C(CCS(=O)(=O)c1ccc(Cl)cc1)Nc1nnc(-c2ccco2)o1	3	4	-5	13	0.3	-1	-4	-4
Cc1ccc(/C=C/C2=NN(Cc3ccc(Cl)c(Cl)c3)C(=O)CC2)cc1	-1	-5	-2	22	-5.7	3	-8	-43
Cc1ccc(C(=O)C2=C(O)C(=O)N(Cc3cccnc3)C2c2ccc(Br)cc2)o1 (centres undefined)	-6	-4	-1	29	0.2	-3	17	-5
CN(C)c1ccc(CN2CCCCC2)cc1	1	-33	-4	-8	1.7	-2	-33	21
COc1ccc(NC(=O)NNC(=O)c2ccc(-c3ccccc3)cc2)cc1	13	14	-2	59*	1.4	1	19	-12
O=C(Cc1csc(-c2cccc(Cl)c2)n1)Nc1cccc(S(=O)(=O)NC2=NCCC2)c1	-1	12	-5	-12	0.3	2	7	-45
O=C(Nc1nnc(-c2ccc(Cl)cc2)o1)NC1CCCCC1	-3	-10	-2	19	-0.7	-3	9	6
COc1ccc(-c2[nH]ncc2-c2cnc(C)s2)c(O)c1	8	18	-3	7	-3.5	0	10	16

Further entries follow:
SMILES	tim23-1 inh	Jurkat NFkB inh	XBP1 UPR activ	Mdm2-MdmX inh	CHOP UPR activ	APJ agonist	697 NFkB inh	APJ antagonist
CC1CCC(NC(=O)c2cccc(S(=O)(=O)N3CCN(C)CC3)c2)CC1 (centres undefined)	-10	-16	1	16	4.5	0	-4	-2
COCC(=O)OCn1nnc2ccccc2c1=O	22	5	-3	16	-0.7	1	11	30
COc1ccc(CN(C(C)=O)c2ccccc2C(=O)O)cc1	5	1	2	-24	-0.5	-3	-5	4
O=C(Cc1ccc(-c2ccccc2)cc1)NCCN1CCOCC1	13	0	1	2	3.0	1	2	-5
Cc1ccccc1-n1nc2c(c1NC(=O)/C=C\c1ccc3c(c1)OCO3)CSC2	28	5	1	22	4.3	-2	7	1
O=C(C1CCCN(S(=O)(=O)c2cccc3nsnc23)C1)N1CCN(c2ccccn2)CC1 (centres undefined)	-5	-25	-2	4	-2.3	-3	-34	6
CCOC(=O)/C(C(=O)Nc1ccccc1Cl)=C1/NC(C)(C)Cc2ccccc21	23	1	-1	3	-1.7	-1	1	4
O=C(Cc1cc(=O)oc2cc(O)ccc12)NCC1CCC(C(=O)O)CC1 (centres undefined)	4	-3	2	7	-1.1	5	4	4
CCS(=O)(=O)N1CCCC(C(=O)NCCc2ccccc2)C1 (centres undefined)	3	-13	2	2	-2.0	-2	-17	-3
CCc1ccc(C(=O)COC(=O)c2cccc(N3C(=O)c4c(C)nc5ccccc5c4C3=O)c2)cc1	7	3	1	-17	-0.2	4	34	0
CCOc1ccc(N=C2SC(C(=O)Nc3ccccc3C#N)C(N)=C2C(=O)Nc2ccc(Cl)cc2)cc1 (centres undefined)	16	-1	1	-4	-0.9	-4	3	19
COC(=O)[C@@H]1C[C@@]2(O)[C@H](O)[C@H](O)[C@H](O)C[C@H]2N1C/C=C/c1ccccc1	-9	10	-1	25	1.0	-5	13	7
CCCN(CCC)C(=O)c1ccc2c(=O)n(Cc3ccco3)c(=S)[nH]c2c1	-28	-10	-1	17	-0.7	-3	-7	25
Cc1ccc(N2CC(C(=O)N3CCCCC3)CC2=O)cc1C (centres undefined)	-6	-8	-3	4	0.2	6	14	9
O=S(=O)(c1ccc(Cl)cc1)N1CCN(C2CCCCCC2)CC1	11	-6	-5	10	-1.6	-3	-8	3
NS(=O)(=O)c1cccc(NC(=O)COC(=O)C2CCN(S(=O)(=O)c3cccs3)CC2)c1	0	9	1	-6	-0.5	-1	10	-4
COc1cccc(CN2C(=O)C(C)Oc3ccccc32)c1 (centres undefined)	-3	0	-1	5	0.9	-1	-14	8
COc1ccc(CCNC(=O)COC(=O)/C=C/c2cc(OC)ccc2OC)cc1	26	-4	-2	-28	1.1	-1	0	4
Cc1ccc(CN2CCN(/N=C/c3cc(Br)cc(Br)c3O)CC2)c(C)c1	33	-6	-3	24	-1.1	-3	12	0
CCC(=O)Nc1ccc(NC(=O)c2cccc3ccccc23)cc1	10	9	-3	8	3.7	-2	-2	13
O=c1oc2ccccc2cc1-c1csc(Cc2nc(-c3ccc(Br)cc3)cs2)n1	11	49	-2	15	1.1	-2	7	1
CC(OC(=O)C1=Cc2ccccc2OC1)C(=O)NCc1ccco1 (centres undefined)	5	1	-2	3	0.2	-4	6	24
COC(=O)c1ccc(NC(=O)c2cc(Cl)ccc2OC)cc1	-12	-14	5	92*	4.5	-1	0	0
CC1CCCC(NC(=O)COC(=O)c2ccccc2[N+](=O)[O-])C1C (centres undefined)	-6	0	4	-18	3.6	-1	-4	2
Cc1ccc(OCCNC(=O)c2cc(C3CC3)nc3c2cnn3C(C)C)cc1	28	-8	3	13	0.6	-4	8	-1

Further results follow:
SMILES	tim23-1 inh	Jurkat NFkB inh	XBP1 UPR activ	Mdm2-MdmX inh	CHOP UPR activ	APJ agonist	697 NFkB inh	APJ antagonist
Cc1ccc(CNC(=O)c2ccc(N3CCC4(CC3)CC(c3cccc(Br)c3)=NO4)c(NC(=O)c3ccco3)c2)cc1	7	18	0	-4	1.7	2	11	0
Cc1nc(NC(=O)c2ccc(OCC(C)C)cc2)sc1Cc1ccc2c(c1)OCO2	7	-10	-3	14	0.8	-2	-22	0
COC(=O)N/N=C/c1ccccc1	9	-13	0	2	1.0	0	2	-2
CCOC(=O)C1CCCN(C/C=C/c2ccccc2[N+](=O)[O-])C1 (centres undefined)	-8	9	0	-5	-1.1	-4	-5	9
CCOc1cc(/C=N/NC(=O)c2cc(C3CC3)[nH]n2)ccc1O	-1	17	4	14	-2.0	-2	1	11
OCCN1C[C@H](O)[C@@H](O)[C@H](O)[C@H]1CO	-10	-7	-5	13	2.3	-12	13	43*
CCc1cccc(CC)c1NC(=O)COC(=O)CC1c2ccccc2CCN1S(=O)(=O)c1ccc(F)cc1 (centres undefined)	26	14	1	33	2.6	3	1	-3
COc1cccc(OCC(O)CNC(=O)c2oc3c(C)c(C)ccc3c2C)c1 (centres undefined)	26	-9	-3	-15	0.9	5	-31	-33
O=C(CCc1nnc2ccc(NCc3ccco3)nn12)Nc1ccccn1	-8	17	-6	22	-1.0	0	-8	20
CC(C)c1ccc(CN(C(=O)c2cccs2)C2CCS(=O)(=O)C2)cc1 (centres undefined)	14	18	-2	-13	1.6	0	-10	18
Cc1cc2c(cc(C(=O)OC(C(=O)NCC3CCCO3)C(C)C)n2C)o1 (centres undefined)	23	-6	-2	13	-1.0	-2	-17	-19
CCOC(=O)Cc1nc2ccccc2[nH]1	25	1	-3	-5	0.7	-4	19	10
O=C(CN(C(=O)c1csnn1)c1cccc2ccccc12)NC1CCCC1	9	-9	-2	-3	-0.4	0	24	-1
CSc1nc(C)cc(OCNC(=O)c2cccs2)n1	-11	-2	-4	10	-1.7	2	9	3
Cc1ccc(-c2nc(CC(=O)Nc3cccc(S(=O)(=O)NC4=NCCC4)c3)cs2)cc1	2	-7	-2	9	1.1	-3	-4	7
C=CCSc1nc2ccccc2n1S(=O)(=O)c1ccc(C)cc1	40	-32	0	-24	-1.6	1	-49	-3
COCCNC(=O)c1cc(-c2ccc(-c3ccccc3)cc2)nc2ccccc12	-4	-83	1	88*	5.4	-1	i	-9
COCCN(C(=O)COC(=O)c1ccc(Cl)s1)c1c(N)n(Cc2ccccc2)c(=O)[nH]c1=O	14	0	-1	18	-0.1	11	1	9
C/C(=N\NC1=NCCN1)c1ccc(N)c([N+](=O)[O-])c1	0	-13	2	-2	2.2	-5	4	-8
Cn1ncc2nnn(-c3ccccc3)c(=O)c21	10	11	-1	6	-2.9	3	6	2
CCCCC1=CC2=CC(=O)C(C)(OC(=O)CC)C(=O)C2=CN1CCc1c[nH]c2ccccc12 (centres undefined)	-2	-22	-2	-8	-0.9	20	9	8
CN(C)S(=O)(=O)N1CCCC(C(=O)c2ccc(C(F)(F)F)cc2)C1 (centres undefined)	28	-8	0	-26	-1.1	-3	-24	10
